# Screening data deposited in PubChem by several laboratories.
# GAA850 FXN act: FXN promoter activators, primary screen, cell-based, luciferase luminescence, HEK293 lucGAA850; HEK293 lucGAA850 FXN promoter luciferase reporter, 24 h; percent of 10 µM SAHA response; activation, % at 6 µM; 360,000 tested, 0.56% active;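 active means activation above the average of all compounds screened plus 3 SD, cutoff fixed separately per campaign, cut at about 7.5% in these data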;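 further: 0% = DMSO wells and 100% = 10 µM SAHA wells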
# SMARCA2 activ: SMARCA2 (BRM) function activators, primary screen, cell-based, luminescence, high throughput; MG213 cells, MMTV-luciferase reporter, dexamethasone, overnight; activation, % at 9.1 µM; 370,000 tested, 1% active; in the data active means activation above about 7.8%;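 further: 0% = vehicle wells and 100% = reference activator wells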
# ssDAF12 agonist: S. stercoralis DAF-12 nuclear receptor activators, primary screen, cell-based, luminescence, HEK293, GRIP1 co-expression, lit1-tk-luc. Nuclear hormone receptor DAF-12 (Strongyloides stercoralis). 370,000 tested, 1% active. activation, % at 6.8 µM. HEK293 ssDAF-12/GRIP1 lit1-tk-luc reporter; % of 3 µM dafachronic acid response. AID 652126, 2013;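 active means activation above the mean over all tested compounds plus 3 SD, cut at about 0.9% in these data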;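 further: 0% = DMSO-only wells and 100% = 3 µM delta7-dafachronic acid wells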
# DAX1 inh-1: DAX1 (NR0B1) inhibitors, primary screen, cell-based, HEK293, Gal4-DAX1, luciferase luminescence; Nuclear receptor subfamily 0 group B member 1 (Homo sapiens), P51843; HEK293 Gal4-DAX1 luciferase reporter; inhibition, % at 6.75 µM; 340,000 tested, 0.99% active; AID 504766, 2011;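 active means inhibition above the mean over all tested compounds plus 3 SD, cut at about 4.2% in these data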;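 further: 0% = DAX1-transfected cells with DMSO and 100% = empty-vector control cells with DMSO; inhibition shows as a rise in luminescence from relieved DAX1 repression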
# Target sequence (P51843 207-470 limits assumed): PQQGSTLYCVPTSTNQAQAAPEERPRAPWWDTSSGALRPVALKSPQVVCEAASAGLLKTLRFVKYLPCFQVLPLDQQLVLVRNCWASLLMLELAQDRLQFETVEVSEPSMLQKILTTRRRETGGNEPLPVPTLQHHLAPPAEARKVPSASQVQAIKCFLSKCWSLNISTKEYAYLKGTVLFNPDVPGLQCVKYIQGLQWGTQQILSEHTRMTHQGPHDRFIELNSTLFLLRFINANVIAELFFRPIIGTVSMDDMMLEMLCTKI
# NPR1 activator: GC-A stimulated cGMP production enhancers – HEK293 GC-A cells, cGMP TR-FRET, EC30 ANP, primary screen. Atrial natriuretic peptide receptor 1 (Homo sapiens), P16066. 0% at EC30 ANP, 100% saturating ANP. activation, % at 10 µM. 370,000 tested, 0.14% active; in the data active means activation above about 40%
# sPLA2-III inh: human group III sPLA2 inhibitors, primary screen, biochemical, QFRET, BODIPY PC-A2 liposome substrate; inhibition, % at 12.2 µM; Group 3 secretory phospholipase A2 (Homo sapiens), Q9NZ20; 370,000 tested, 0.56% active; QFRET BODIPY PC-A2 liposome hydrolysis, fluorescence;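 active means inhibition above mean plus 3 SD of compounds lying within the high and low control bounds, cut at about 19% in these data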;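 further: 0% = median of test compound wells and 100% = no enzyme DMSO wells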
# hcDAF-12 act: H. contortus DAF-12 nuclear receptor activators, primary screen, cell-based, luminescence, HEK293, lit1-tk-luc reporter | HEK293 hcDAF-12 lit1-tk-luc reporter; 0% DMSO, 100% Δ7-dafachronic acid | activation, % at 6.8 µM | 370,000 tested, 1.4% active | AID 652067, 2013;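 active means activation above the mean of all tested compounds plus 3 SD, cut at about 5.5% in these data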;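 further: 100% = response to 3 µM Δ7-dafachronic acid high control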
# ADAM10 inh: human ADAM10 inhibitors, primary screen, biochemical, QFRET, HTS; recombinant ADAM10, EDANS/DABCYL FRET peptide cleavage, 3 h; AID 720582, 2013; inhibition, % at 7 µM; Disintegrin and metalloproteinase domain-containing protein 10 (Homo sapiens), O14672; 370,000 tested, 0.62% active;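 active means inhibition above a per-campaign cutoff equal to the mean of compounds falling between control-based bounds plus 3 SD, cut at about 20% in these data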;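 further: 0% = DMSO wells while the 100% control is not disclosed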
# Target sequence (O14672 214-748 limits assumed): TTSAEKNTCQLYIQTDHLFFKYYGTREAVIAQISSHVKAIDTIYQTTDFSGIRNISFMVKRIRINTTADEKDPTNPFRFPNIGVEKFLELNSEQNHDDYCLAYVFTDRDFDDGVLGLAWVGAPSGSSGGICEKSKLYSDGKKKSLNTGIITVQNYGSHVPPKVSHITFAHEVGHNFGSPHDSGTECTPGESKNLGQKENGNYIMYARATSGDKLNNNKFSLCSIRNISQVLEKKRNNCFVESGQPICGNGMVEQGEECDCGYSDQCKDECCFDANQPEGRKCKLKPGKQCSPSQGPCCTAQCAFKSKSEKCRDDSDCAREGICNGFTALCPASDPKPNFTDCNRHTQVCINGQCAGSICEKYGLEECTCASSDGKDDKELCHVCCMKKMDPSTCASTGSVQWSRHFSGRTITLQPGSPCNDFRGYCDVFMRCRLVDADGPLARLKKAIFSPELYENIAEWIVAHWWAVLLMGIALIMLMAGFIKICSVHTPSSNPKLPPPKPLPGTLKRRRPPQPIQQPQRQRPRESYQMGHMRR
# hgDAF12 agonist: H. glycines DAF-12 receptor agonists, primary screen, cell-based, luminescence, HEK293, GAL4 fusion, UAS-luciferase | Nuclear hormone receptor DAF-12 (Heterodera glycines), GAL4 fusion | HEK293 GAL4-hgDAF12 UAS-luciferase reporter, agonist luminescence; normalized to butyrate control | activation, % at 6.8 µM | 370,000 tested, 1.8% active | AID 687014, 2013;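 active means activation above a cutoff set at the mean of all screened compounds plus 3 SD, cut at about 10% in these data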;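 further: 0% = DMSO wells and 100% = sodium butyrate wells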
# GC-B act: human GC-B receptor activators, primary screen, HEK293 GC-B cells, cGMP TR-FRET, EC30 CNP. 370,000 tested, 0.11% active. Atrial natriuretic peptide receptor 2 (Homo sapiens), P20594. 0% at EC30 CNP, 100% saturating CNP. activation, % at 10 µM;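 active means activation at 10 µM reaching about 35% in either raw or pattern-adjusted values, limit read from the data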
# DAX1 inh-2: DAX1 (NR0B1) inhibitors on StAR promoter, primary screen, cell-based, luminescence, SF-1 (NR5A1), full-length DAX-1. HEK293T StAR-luciferase reporter, SF-1/DAX-1 repression relief. inhibition, % at 6.8 µM. 370,000 tested, 1.1% active. AID 652010, 2013;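 active means inhibition above the mean over all tested compounds plus 3 SD, cut at about 3.6% in these data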;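 further: 0% = DAX-1 cells with DMSO and 100% = cells lacking DAX-1 with DMSO; higher inhibition means more luminescence from relief of DAX-1 repression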
# Starred values were filed as active, the others as inactive; i = inactive; . = not tested or not shown; & = joins results of further samples.
# Fields – GAA850 FXN act	SMARCA2 activ	ssDAF12 agonist	DAX1 inh-1	NPR1 activator	sPLA2-III inh	hcDAF-12 act	ADAM10 inh	hgDAF12 agonist	GC-B act	DAX1 inh-2
CC(C)(C)NC(=O)CN(C(=O)C1CSC(=O)C1)c1ccc2c(c1)OCCO2 (centres undefined)
    -3.3	-3.7	-1.5	0.0	-0.5	-0.1	-3.4	-0.4	-3.0	3.5	-1.5
CCN(CC)CCSc1nc2ccccc2n1Cc1ccccc1
    -1.2	-0.4	-0.2	0.3	-22.0	2.3	-0.1	-3.0	-1.9	-14.2	-0.4
COc1ccc(OCC(=O)Nc2ccccc2C(=O)N2CCCC2)cc1
    -0.5	-3.2	-1.0	-0.6	-0.6	1.1	-0.9	2.2	1.3	-1.4	-0.6
O=C(NCC1(c2ccccc2)CCCC1)C1(c2ccccc2)CCCC1
    -1.5	-2.9	-1.1	0.6	-30.4	-2.7	-0.9	14.6	-1.4	-35.9	-0.9
C=CC[C@H]1Cc2c(cccc2[N+](=O)[O-])[C@H](CC=C)N1
    0.8	-1.4	-1.4	0.5	-8.0	3.4	-1.5	-14.4	-1.1	-3.5	0.0
Cn1[nH]c(=O)c2ccccc2c1=O
    2.0	-3.0	-0.6	-0.5	-0.6	3.4	0.3	-12.4	-2.0	6.0	1.1
O=C(Cc1cccs1)N/N=C\c1ccc([N+](=O)[O-])s1
    -0.6	-5.6	-2.3	-3.2	4.2	7.3	-2.3	-4.7	-9.1	-0.7	-3.6
CCC(C)Cn1c(O)cc2nn(-c3nc4ccccc4s3)c(=O)c-2c1C (centres undefined)
    -7.8	-7.3	-2.9	-0.9	-19.2	11.0	-4.6	4.3	-11.9	-1.4	-1.8
O=C1CC(c2ccccc2)N1c1ccccc1 (centres undefined)
    2.1	-0.2	-1.2	0.8	-0.1	1.1	-1.1	8.0	-1.6	-4.5	0.0
C[C@H](C(=O)NCc1ccccc1)C(=O)c1ccccc1
    3.3	0.1	-0.6	1.4	1.9	0.8	0.5	-3.3	0.0	3.3	-1.5
CCCCNc1c(-c2ccc(SC3CCCCC3)cc2)nc2cnccn12
    4.2	1.5&0.6	-0.5&-0.9	-0.1	9.5&6.9	12.1&8.4	0.5&0.6	-415.2	4.1&3.3	3.0&3.7	-0.4&1.1
CCOc1ccc(C(=O)NCC(c2cccs2)N2CCOCC2)cc1 (centres undefined)
    0.2	1.2	-0.9	0.0	-1.1	-5.3	-0.7	3.5	3.5	5.8	-1.5
CC(=O)N1CCN(S(=O)(=O)c2ccc3c(c2)OCCO3)CC1
    1.3	-3.6	-1.8	0.7	-1.0	0.9	1.4	-2.7	-3.2	0.4	1.3
CC1CCCN(C(=O)c2ccc(NC(=O)CC3SC(N4CCCC4)=NC3=O)cc2)C1 (centres undefined)
    -0.8	1.6	-0.9	-1.1	1.5	-1.9	-1.6	-0.6	-1.2	0.4	0.6
C=CCOC(=O)Nc1snnc1C
    1.0	-2.1	-1.1	0.7	0.7	8.5	-0.7	0.6	0.5	-0.7	0.2
Cn1c(=O)c(=O)n(C)c2cc(S(=O)(=O)NCCOc3ccccc3Cl)ccc21
    -0.4	3.8	-0.3	2.0	4.1	3.6	-0.7	3.3	0.5	0.4	0.6
CCOc1ccc(N(CC(=O)NCc2cccnc2)S(=O)(=O)c2ccc(F)cc2)cc1
    0.9	0.4	-1.3	1.0	3.9	2.6	-1.0	-1.7	-1.8	4.5	0.2
COc1ccc(C(=O)CN2C(=O)NC(C)(c3ccccc3)C2=O)cc1OC (centres undefined)
    2.0	-0.8	-1.0	0.2	0.5	-1.4	-1.4	-7.7	-2.2	0.9	0.1
CCn1cc(CNC(=O)c2c(-c3c(Cl)cccc3Cl)noc2C)c(C)n1
    2.5	-0.2	-2.0	-0.4	9.6	20.6*	-0.4	-5.4	-5.4	4.3	-0.1
Nn1c(SCC(=O)Nc2ccc(F)cc2F)nnc1-c1cccnc1
    4.9	5.1	-1.1	1.0	7.3	-0.7	1.1	4.3	4.2	0.4	1.1
O=S1(=O)CCN2C=C(Cl)C=C(Cl)C2=N1
    -0.8	0.5	-2.1	1.2	-0.9	0.1	-2.0	i	1.3	-2.0	-0.6
CCCCCn1c(CN2CC(C)OC(C)C2)nc2c1c(=O)n(C)c(=O)n2C (centres undefined)
    1.5	-1.3	-1.3	0.9	-0.5	-2.0	-0.6	-1.7	-2.4	-3.2	-0.1
Cc1c(C(=O)OCC2CCCO2)[nH]c2c1C(=O)CC(c1ccc(N(C)C)cc1)C2 (centres undefined)
    0.3	-3.6	-1.6	-4.1	0.2	16.1	-2.2	20.7*	-3.1	1.3	-2.8
Cc1ccc(-n2nc3c(c2NC(=O)C2CC2)CS(=O)(=O)C3)cc1C
    -0.4	-0.8	-0.7	0.1	-2.0	3.3	-0.6	-4.5	-1.8	-5.9	-0.7
COC(=O)[C@]12C[C@H](CC(=O)NCc3ccc(C)o3)C(=O)N(CCc3ccc(OC)c(OC)c3)C1=C[C@H](C(C)C)O[C@@H]2C1CC1
    .	-0.9	-1.3	.	-1.0	-16.1	-3.5	-3.6	1.4	3.5	-0.8
COc1cccc(CNC(=O)[C@H]2CCCN2)c1
    .	-5.8	-0.2	.	2.5	12.5	-0.1	-4.4	0.4	0.6	0.1
O=c1[nH]c(N/N=C\c2ccc3c(c2)OCO3)nc2ccccc12
    1.4	6.0	0.6	2.8	-0.1	-0.2	3.9	i	13.1*	-5.1	4.9*
Cc1cccc(CS(=O)(=O)c2ncc(CO)n2C)c1
    -0.7	0.2	-0.7	0.8	0.2	1.5	0.5	-0.6	4.4	4.0	0.4
CN(C)c1ccc(C=O)c(Oc2ccccc2)c1
    2.0	4.0	-1.0	1.6	11.9	5.1	0.9	-1.7	1.3	-0.2	-0.3
Cc1c(C(=O)NC(C)c2ccc(-n3ccnc3)cc2)cccc1[N+](=O)[O-] (centres undefined)
    -0.3	0.8	-1.3	-0.1	-3.7	-0.3	1.8	0.7	2.4	-1.4	0.8

# In another format: 2 of the compounds above
canonical_smiles | GAA850 FXN act | SMARCA2 activ | ssDAF12 agonist | DAX1 inh-1 | NPR1 activator | sPLA2-III inh | hcDAF-12 act | ADAM10 inh | hgDAF12 agonist | GC-B act | DAX1 inh-2
O=C(Cc1cccs1)N/N=C\c1ccc([N+](=O)[O-])s1 | -0.6 | -5.6 | -2.3 | -3.2 | 4.2 | 7.3 | -2.3 | -4.7 | -9.1 | -0.7 | -3.6
CCn1cc(CNC(=O)c2c(-c3c(Cl)cccc3Cl)noc2C)c(C)n1 | 2.5 | -0.2 | -2.0 | -0.4 | 9.6 | 20.6* | -0.4 | -5.4 | -5.4 | 4.3 | -0.1

# Following part:
# Fields – GAA850 FXN act	SMARCA2 activ	ssDAF12 agonist	DAX1 inh-1	NPR1 activator	sPLA2-III inh	hcDAF-12 act	ADAM10 inh	hgDAF12 agonist	GC-B act	DAX1 inh-2
COc1ccc(C(=O)NCCc2nnc(SCC(=O)Nc3ccc(Br)cc3)n2C)cc1
    0.8	5.2	-0.3	-0.4	-12.0	-1.3	-1.7	-0.5	5.8	-4.2	1.4
CCc1ccccc1OCCCCCNCCO
    1.4	-2.6	-1.6	2.9	0.4	-2.9	-1.6	3.4	-0.8	-0.8	-0.1
Cc1c(C(=O)N2CCN(c3ccc(F)cc3)CC2)oc2c1C(=O)CCC2
    0.3	-0.6	-1.0	-0.4	-1.9	5.3	-1.1	-5.6	0.2	-0.9	-2.8
O=S(=O)(NCCc1cn2ccccc2n1)c1ccc2c(c1)CCCC2
    3.3	-0.9	-1.2	0.1	2.0	-0.3	-1.7	-11.4	1.5	-4.5	-0.7
CC(=O)C(Cc1ccccc1)NC(=O)COC(=O)CCN1C(=O)C2CC=CCC2C1=O (centres undefined)
    0.0	1.6	-1.1	2.5	1.3	-3.2	-1.6	-12.4	1.5	2.4	0.2
Cn1ncc2c(Nc3ccc(-c4ccccc4)cc3)ncnc21
    -3.9	0.1	-1.0	0.1	-1.1	-24.7	-1.1	-21.8	-4.9	-8.3	0.1
O=C(CN1C(=O)c2ccccc2C1=O)N1CCN(S(=O)(=O)c2ccccc2)CC1
    0.3	-1.6	-1.3	-0.2	0.9	4.6	0.3	-11.1	-0.9	-1.2	0.4
Cn1c(SCCc2ccc([N+](=O)[O-])cc2)nccc1=O
    1.7	-3.9	-1.5	-0.5	2.1	8.0	-2.6	3.6	1.9	-5.6	-0.5
Cc1ccc(-c2nnc(NC(=O)c3ccc([N+](=O)[O-])o3)o2)c(C)c1
    0.7	0.9	-1.1	-2.2	-5.4	-0.1	-0.8	4.0	1.5	-5.3	-0.1
O=C(CSc1ncccn1)NCc1ccc(F)cc1
    -1.0	6.2	-1.1	1.1	-0.4	4.0	1.2	1.0	2.0	2.8	-0.9
Cc1[nH]c2ccccc2c1C(=O)C(=O)NCc1ccco1
    1.1	0.6	-1.5	-0.8	3.3	4.2	0.2	2.2	-2.5	1.1	-0.3
O=C(Nc1nnc(-c2ccco2)o1)c1ccc([N+](=O)[O-])s1
    3.1	-1.6	-0.2	0.5	2.9	-13.3	1.3	0.8	0.6	-6.5	-2.9
CC(=O)NC(CC(C)C)C(=O)NC(CO)C(=O)NC(CCC(=O)O)C(=O)NC(C)C(=O)NC(CC(C)C)C(N)=O (centres undefined)
    -1.0	-1.5	-1.3	2.8	1.2	-0.9	-0.4	13.4	-1.4	6.3	-0.1
CC1(C(=O)NS(=O)(=O)c2ccc(Br)cc2)CCN1C(=O)C/C=C/c1ccccc1 (centres undefined)
    -1.5	-4.3	-0.6	.	2.9	-2.3	0.7	-15.1	-2.1	3.1	-0.9
COC(=O)[C@H](CC(C)C)NC(=O)Cn1cnc2c(SC)nc(N)nc21
    2.2	-1.4	-1.3	-0.2	3.1	5.0	1.3	-11.5	-1.3	-1.6	0.1
CN(C(=O)c1cccc(C#N)c1)c1nnc(C2CCCO2)s1 (centres undefined)
    0.0	-3.2	-0.8	0.6	1.9	-0.5	0.8	-7.5	-3.1	-2.9	0.1
COc1ccc(-n2nc(C(C)=O)c(=O)[nH]c2=O)cc1
    1.9	0.4	-1.2	-0.6	-2.6	3.5	-1.6	3.4	0.4	-10.2	-0.8
